# Assay outcomes deposited in PubChem by several laboratories.
# PHOSPHO1 inh: PHOSPHO1 (human) inhibition; recombinant PHOSPHO1, absorbance phosphatase assay; inhibition, % at 13.3 µM; actives 1.1% (n = 290,000); AID 1565; in the data active = inhibition above about 60%
# Target sequence (Q8TCT1 whole entry, looked up): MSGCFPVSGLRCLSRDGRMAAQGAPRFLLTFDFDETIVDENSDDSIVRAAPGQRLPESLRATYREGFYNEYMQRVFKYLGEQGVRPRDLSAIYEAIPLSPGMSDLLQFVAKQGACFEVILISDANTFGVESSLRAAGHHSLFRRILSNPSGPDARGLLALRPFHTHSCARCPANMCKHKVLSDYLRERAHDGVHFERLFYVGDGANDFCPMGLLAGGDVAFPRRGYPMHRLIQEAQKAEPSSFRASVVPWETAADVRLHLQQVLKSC
# MEKK2 WT-MEK5: raises or lowers MEK5 binding to wildtype human MEKK2 PB1 domain; Q9Y2U5; bead flow cytometry, Alexa488-MEK5 binding to MEKK2 WT; actives lie on both sides; binding response (% of control), % at 10 µM; actives 1.1% (n = 290,000); AID 1531; in the data active = binding response below about 67% or above about 130%
# GPR7 antag: antagonists of human GPR7 (neuropeptides B/W receptor 1). GPR7-expressing cells, fluorescence antagonist assay. inhibition, % at 4.4 µM. P48145. actives 1.1% (n = 290,000); in the data active = inhibition above about 16%, passing the limit was not always enough;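 also: cells stimulated with the agonist NPW; 0% = agonist with vehicle and 100% = vehicle without agonist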
# Target sequence (P48145 whole entry, looked up): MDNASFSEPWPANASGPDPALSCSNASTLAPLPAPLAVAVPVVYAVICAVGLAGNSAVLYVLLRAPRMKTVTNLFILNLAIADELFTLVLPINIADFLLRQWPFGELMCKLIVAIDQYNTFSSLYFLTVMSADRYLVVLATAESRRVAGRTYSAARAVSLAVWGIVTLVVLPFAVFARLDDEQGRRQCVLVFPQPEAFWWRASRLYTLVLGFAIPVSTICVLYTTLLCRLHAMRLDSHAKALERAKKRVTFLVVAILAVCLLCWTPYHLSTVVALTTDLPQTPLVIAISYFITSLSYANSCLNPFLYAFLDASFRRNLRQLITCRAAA
# MEKK3 PB1 HTS: modulators (inhibitors or enhancers) of MEK5 binding to human MEKK3 PB1 domain. bead-based flow cytometry, Alexa488-MEK5 binding to MEKK3; actives lie on both sides; 0 = blocked by unlabeled MEK5, 100 = vehicle. actives 1.4% (n = 290,000). Q99759. binding response (% of control), % at 10 µM;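 active = binding response more than 3 SD above or below the average of its plate-row segment, actives on both sides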;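 also: Alexa488 bead fluorescence after subtracting the streptavidin-only scavenger bead signal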
# PfM18AAP inh: PfM18AAP enzyme inhibition; AID 1822; actives 1.2% (n = 290,000); recombinant PfM18AAP, H-Glu-NHMec fluorogenic cleavage; inhibition, % at 7.35 µM;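 active = inhibition above the campaign mean inhibition over all tested compounds plus 3 SD, cut at about 28% in these data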;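 also: 0% = plate median of test compound wells and 100% = 2 mM ZnCl2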
# MEKK2mut PB1 HTS: signal of MEK5 binding to mutant human MEKK2 PB1 domain | bead flow cytometry, Alexa488-MEK5 binding to MEKK2 mutant | percent response, % at 10 µM | actives 0.35% (n = 290,000); in the data active = percent response above about 24%, passing the limit was not always enough; also: inactives centre near 1; some results filed as inactive read as strong as hits; reference of the scale not given here
# OXTR ag: activates the human oxytocin receptor; P30559; CHO-OTR cells, Fluo-8 calcium fluorescence; normalized: DMSO 0%, oxytocin 100%; activation, % at 3 µM; actives 0.32% (n = 320,000); AID 2435;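 active = activation above the mean of all tested compounds plus 3 SD, cutoff set per screening run, cut at about 20% in these data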;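 also: peak over basal fluorescence ratio from a 100 s FLIPR kinetic read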
# Target sequence (P30559 whole entry, looked up): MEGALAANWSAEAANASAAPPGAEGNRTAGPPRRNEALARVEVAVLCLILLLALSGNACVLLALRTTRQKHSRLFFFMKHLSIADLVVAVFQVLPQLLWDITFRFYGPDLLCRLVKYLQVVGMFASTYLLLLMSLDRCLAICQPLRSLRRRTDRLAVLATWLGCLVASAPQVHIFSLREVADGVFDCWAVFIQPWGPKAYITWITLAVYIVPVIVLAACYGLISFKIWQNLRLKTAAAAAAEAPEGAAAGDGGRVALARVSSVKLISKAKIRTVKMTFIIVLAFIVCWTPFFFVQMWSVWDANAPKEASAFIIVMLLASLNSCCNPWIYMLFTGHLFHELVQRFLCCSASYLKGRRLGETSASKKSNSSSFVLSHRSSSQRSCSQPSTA
# FID counter: counter-screen for HCV NS3 helicase inhibitors: DNA intercalator displacement. inhibition, % at 7.9 µM. AID 1845. actives 0.17% (n = 290,000). DNA fluorescent intercalator displacement, fluorescence; in the data active = inhibition above about 37%;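 also: 0% = vehicle and 100% = reference compound; higher means more ethidium bromide displaced from hairpin DNA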
# NALP1 inh: NALP1 inhibition; S. cerevisiae NALP1/ASC/caspase-1 growth, X-gal OD620, 72 h; inhibition, % at 10 µM; actives 0.61% (n = 280,000); in the data active = inhibition mostly above about 24%, no sharp cut-off; inactive = mostly below about 32%; also: some compounds called inactive have numbers as strong as hits
# * hit, by the source's call; nt = no result given. The order is random. Share with any hit: about 6.2%.
SMILES,PHOSPHO1 inh,MEKK2 WT-MEK5,GPR7 antag,MEKK3 PB1 HTS,PfM18AAP inh,MEKK2mut PB1 HTS,OXTR ag,FID counter,NALP1 inh
COc1cccc(-n2nnnc2SCC(=O)c2cc(OC)ccc2OC)c1,30.9,101.0,13.7,101.0,-4.1,2.0,nt,-1.0,-7.2
CCS(=O)(=O)N1CCC(C(=O)NCCN2CCOCC2)CC1,-2.6,100.0,-11.7,98.0,-7.0,-1.0,-1.5,1.3,24.3
Cc1ccc(NC(=O)CCCC(=O)O)c(-c2nc3ccccc3[nH]c2=O)c1,29.0,113.0,-2.4,110.0,-2.8,15.0,-0.1,-3.4,18.7
CCn1nnc(NC(=O)c2cccnc2)n1,34.9,102.0,-11.1,101.0,-24.5,5.0,0.1,-9.1,5.2
CCN1CCN(c2ccc(NC(=O)CCc3c(C)nc4c(-c5ccccc5)c(C)nn4c3C)cc2)CC1,-4.5,138.0*,9.9,107.0,-0.7,23.0,0.6,41.0*,-7.2
CCOc1ccc(N2C(=O)CN=C2Nc2ccccc2Cl)cc1,32.5,109.0,-3.9,112.0,-9.0,7.0,-2.2,-8.6,10.7
NC(=O)COC(=O)c1cccnc1Nc1ccccc1F,7.3,98.0,-4.2,102.0,-3.3,-4.0,1.3,-3.5,-5.3
CCOc1ccc(CN2CCNC(=O)C2CC(=O)O)cc1 (stereo unspecified),-15.9,98.0,-2.7,99.0,-3.0,-2.0,0.1,1.1,-16.7
COc1ccc(N(C)C(=O)C2CCN(S(=O)(=O)c3cccc4nonc34)CC2)cc1,20.0,100.0,-7.1,100.0,8.5,-1.0,1.3,-31.2,15.8
N#Cc1c(NC(=O)c2ccc(Cn3cc(Br)cn3)o2)sc2c1CCCCC2,0.1,99.0,-3.6,100.0,2.8,-2.0,-0.2,-8.4,5.8
Cc1sc2ncn(CC(=O)N3CCN(c4ccccn4)CC3)c(=O)c2c1S(=O)(=O)N1CCC(C)CC1,12.0,98.0,-9.1,102.0,-3.3,-2.0,1.1,-19.7,23.3
O=C(OCc1ccc2c(c1)OCO2)c1cccc(S(=O)(=O)N2CCCCC2)c1,-5.3,101.0,2.8,102.0,-14.2,3.0,0.7,-5.1,-4.2

# 3 compounds out of the list above, arranged by their value in MEKK2 WT-MEK5, highest first:
compound	MEKK2 WT-MEK5
CCOc1ccc(N2C(=O)CN=C2Nc2ccccc2Cl)cc1	109.0
COc1cccc(-n2nnnc2SCC(=O)c2cc(OC)ccc2OC)c1	101.0
COc1ccc(N(C)C(=O)C2CCN(S(=O)(=O)c3cccc4nonc34)CC2)cc1	100.0

# New compounds follow.
SMILES,PHOSPHO1 inh,MEKK2 WT-MEK5,GPR7 antag,MEKK3 PB1 HTS,PfM18AAP inh,MEKK2mut PB1 HTS,OXTR ag,FID counter,NALP1 inh
Cc1cc(C)cc(NC(=S)N(Cc2ccc(Cl)cc2)Cc2ccc(C(=O)O)cc2)c1,-15.8,91.0,-4.7,101.0,-14.2,-7.0,-1.4,-32.8,-7.6
COC(=O)COc1ccc(S(=O)(=O)N2CCCCCC2)cc1C,14.6,107.0,2.4,102.0,-3.8,6.0,-0.7,-20.9,5.7
O=C1c2ccc3c4c(ccc(c24)C(=O)N1c1cccc(O)c1)C(=O)N(c1cccc(O)c1)C3=O,0.1,106.0,-21.9,107.0,1.7,-2.0,0.0,6.3,nt
CCCNC(=O)/C=C/c1ccc(C(C)C)cc1,4.5,105.0,2.4,99.0,0.0,-1.0,-2.4,-9.3,30.8
N=c1c(C(=O)NCc2ccc(F)cc2)cc2c(=O)n3ccccc3nc2n1CC1CCCO1 (stereo unspecified),31.4,91.0,21.6*,78.0,11.6,-18.0,-1.0,10.6,-1.5
COC(=O)c1c(-c2ccncc2)csc1NC(=O)c1ccoc1C,33.4,109.0,-8.9,104.0,-4.1,6.0,-1.3,-11.6,33.1
CC(=O)Nc1ccc(NS(=O)(=O)c2cc(-c3cnc(C4CC4)o3)ccc2C)cc1,20.7,98.0,-18.9,98.0,-1.1,-1.0,4.0,-29.4,-12.0
CC1CCc2c(sc3c2C2=NS(=O)(=O)CCN2C=N3)C1 (stereo unspecified),-20.5,107.0,-2.2,104.0,3.3,4.0,4.0,-9.6,-10.3
O=C1OC(NC(=O)c2ccccc2)C(n2cc(CO)nn2)=C1Cl (stereo unspecified),-29.3,92.0,5.7,100.0,-9.2,-6.0,-0.1,5.5,12.8
CCOC(=O)N1CCN(C(=O)c2cccc(NC3=NC4CS(=O)(=O)CC4S3)c2)CC1 (stereo unspecified),3.6,100.0,-2.1,99.0,-6.3,-5.0,0.7,0.6,24.5
CCCCNC(=O)CC1Nc2ccccc2NC1=O (stereo unspecified),-3.9,112.0,-5.1,110.0,0.0,10.0,0.8,-4.5,nt
COc1ccc(C(CNC(=O)c2ccccc2C)N2CCCC2)cc1 (stereo unspecified),6.3,104.0,9.0,100.0,1.1,4.0,3.7,-2.4,14.2
Cc1c(Cl)c([N+](=O)[O-])nn1CC(=O)NCc1cccnc1,37.0,95.0,6.8,91.0,1.8,-2.0,0.6,5.5,-9.6
CCSc1nc(-c2ccc(OC)cc2)n(-c2nc3ccccc3s2)n1,38.2,97.0,-3.2,103.0,-0.1,5.0,1.8,-3.5,9.0
CCOc1cc(CNn2c(C)nnc2SCC(=O)NC(C)(C)C)ccc1OCC(=O)NC(C)(C)C,30.5,117.0,-11.2,116.0,-5.9,0.0,0.0,-35.3,6.0
COc1ccc(C(=S)N2CCOCC2)cc1OC(=O)c1cc([N+](=O)[O-])c(C)c([N+](=O)[O-])c1,10.4,95.0,-9.8,96.0,9.1,-1.0,6.0,2.1,32.2
Fc1cccc(NC(=S)NCC(c2cccnc2)N2CCOCC2)c1 (stereo unspecified),-23.9,96.0,-4.7,102.0,-2.5,10.0,-1.1,-2.7,10.1
Cc1cccc(NC(=O)NCC2CCN(c3ccc(S(=O)(=O)N4CCOCC4)cc3)CC2)c1,10.3,104.0,-12.3,102.0,-3.5,3.0,3.8,-45.3,13.9
Cn1cccc1/C=N/NC(=O)c1ccco1,-19.6,102.0,-3.5,102.0,1.6,4.0,-0.2,-5.4,4.2
O=C(COc1cccnc1[N+](=O)[O-])Nc1ccc2c(c1)CCC2,20.4,112.0,-8.2,112.0,4.5,-1.0,0.9,-3.4,nt
CC(C)(C)CN1CCNC(=O)C1CC(=O)NCCc1ccccc1C(F)(F)F (stereo unspecified),5.5,109.0,-7.5,93.0,1.2,0.0,-0.1,-18.7,20.4
Cc1sc(NC(=O)CN2CCOCC2)c(C#N)c1C,20.3,103.0,-14.3,106.0,11.5,-1.0,0.1,-8.4,-16.9
Cc1cc(OC(C)C(=O)NCCCN2CCOCC2)ccc1Cl (stereo unspecified),32.7,108.0,-19.9,103.0,4.3,7.0,0.6,5.7,8.1
CCOC(=O)CSc1nc(-c2ccccc2)nc2ccc(F)cc12,-1.6,100.0,-1.9,102.0,-10.9,-3.0,0.1,6.4,6.6

# Three structures from above, arranged by molar mass, smallest number first.
SMILES,PHOSPHO1 inh,MEKK2 WT-MEK5,GPR7 antag,MEKK3 PB1 HTS,PfM18AAP inh,MEKK2mut PB1 HTS,OXTR ag,FID counter,NALP1 inh
O=C(COc1cccnc1[N+](=O)[O-])Nc1ccc2c(c1)CCC2,20.4,112.0,-8.2,112.0,4.5,-1.0,0.9,-3.4,nt
CCSc1nc(-c2ccc(OC)cc2)n(-c2nc3ccccc3s2)n1,38.2,97.0,-3.2,103.0,-0.1,5.0,1.8,-3.5,9.0
CCOc1cc(CNn2c(C)nnc2SCC(=O)NC(C)(C)C)ccc1OCC(=O)NC(C)(C)C,30.5,117.0,-11.2,116.0,-5.9,0.0,0.0,-35.3,6.0

# Later entries:
SMILES,PHOSPHO1 inh,MEKK2 WT-MEK5,GPR7 antag,MEKK3 PB1 HTS,PfM18AAP inh,MEKK2mut PB1 HTS,OXTR ag,FID counter,NALP1 inh
OCc1nc2ccccc2n1C/C=C/c1ccccc1,-14.7,106.0,-8.2,107.0,-1.5,4.0,3.8,-16.9,-6.3
Cc1cc(Br)ccc1NC(=O)CN1C(=O)CCC1=O,-2.1,97.0,-10.0,93.0,0.8,-2.0,0.8,1.9,-19.4
CC(=O)c1ccc(-c2nnc(CCC(=O)N(C)Cc3cnc4ccccn34)o2)s1,30.4,94.0,-6.0,98.0,-2.8,-5.0,-0.8,-2.7,11.1
CSc1ncc(C(=O)Nc2cccc(C)c2C)c(C)n1,0.8,101.0,4.9,102.0,-3.6,3.0,nt,-3.3,20.7
Cn1c(NCCN2CCCCC2)cc(=O)n(C)c1=O,-16.3,105.0,1.3,101.0,-0.4,7.0,-0.2,-0.2,9.2
Cn1c(=O)oc2cc(S(=O)(=O)Nc3ccc4c(c3)OCO4)ccc21,3.6,101.0,3.6,101.0,0.4,-3.0,6.7,0.9,6.0
CN(C)S(=O)(=O)c1cccc(NC(=S)NC23CC4CC(CC(C4)C2)C3)c1,27.9,98.0,-2.8,101.0,6.0,2.0,11.8,-19.3,-5.7
O=C(c1cc(F)c(F)c(F)c1F)N1CCN(Cc2ccc3c(c2)OCO3)CC1,43.7,102.0,10.4,101.0,5.6,4.0,-0.2,-29.4,-1.1
CCOC(=O)c1c(N)sc(C(O)(C(F)(F)F)C(F)(F)F)c1-c1ccc(OC)cc1OC,0.7,96.0,-15.4,97.0,3.4,-3.0,-0.3,-19.7,-0.5
O=C(CCC(=O)N1CCOc2ccc(Cl)cc21)NCCCN1CCOCC1,1.8,98.0,-5.1,99.0,-2.8,-1.0,-0.7,-6.1,30.1
O=C(c1ccccc1)c1nccc2ccccc12,-3.9,104.0,-13.2,100.0,-8.5,-1.0,-2.4,-5.6,25.3
CCNC(=S)NNc1nc(N2CCOCC2)nc(N2CCOCC2)n1,-9.7,101.0,-5.8,101.0,46.7*,-2.0,0.3,-4.0,-2.6
CC(=O)OCC(=O)Nc1ccccc1C,-0.4,96.0,-9.9,110.0,-16.6,-14.0,0.1,-5.6,-4.4
COC(=O)c1sccc1NC(=O)c1c(C)cc(=O)oc1C,3.2,110.0,-6.1,105.0,-12.1,3.0,-0.1,-5.5,-12.5
CC(C)NC(=O)CS(=O)(=O)c1ccccc1,-29.9,102.0,-6.0,100.0,-1.3,-7.0,-0.3,-0.2,23.6
COc1ccccc1NS(=O)(=O)c1cccc2cccnc12,10.1,113.0,0.1,113.0,-5.2,6.0,1.0,-0.4,21.2
COc1ccc(CN2CCN(C(C)C)C(CCO)C2)cc1Cn1cncn1 (stereo unspecified),22.6,102.0,-4.8,100.0,2.5,12.0,1.0,0.4,14.7
COc1ccccc1C1CC(c2ccccc2)=NN1S(=O)(=O)c1ccccc1 (stereo unspecified),20.0,102.0,-13.6,105.0,-4.3,7.0,-0.3,-13.4,9.0
Cc1cccc(CN2C(=O)c3ccccc3S(=O)(=O)c3ccc(C(=O)NCCCN4CCCC4)cc32)c1,-21.6,141.0*,5.4,106.0,7.2,15.0,0.4,19.6,33.2
CC(=O)c1cccc(NC(=S)N2CCN(S(=O)(=O)c3ccc(F)cc3)CC2)c1,17.8,102.0,-3.1,103.0,-3.9,5.0,-0.2,-16.4,20.4
Cc1cc(NC(=O)CSc2nc(-c3ccc(Cl)cc3)cs2)no1,-4.4,94.0,-7.6,109.0,1.0,3.0,-1.8,-1.9,8.9
COc1ccc(CCCc2nnc(SCC(=O)Nc3ccc(OC)cc3)o2)cc1,-22.9,98.0,-8.8,104.0,-12.0,-4.0,0.1,-11.8,16.4
COc1ccc(Cl)cc1NC(=O)CC1S/C(=N/N=C2CCCCCC2)NC1=O (stereo unspecified),22.6,99.0,-0.7,100.0,-13.0,2.0,2.1,-2.6,9.3
COc1ccc(CNC(=O)c2cc(-c3ccc(OC)c(OC)c3)on2)cc1,-14.1,100.0,20.1,99.0,3.0,3.0,1.2,-22.1,nt
CCC(=O)NCCc1nc2ccccc2n1CC,-2.0,107.0,6.2,107.0,7.8,5.0,-1.0,-1.9,24.4
Cc1cc(C)n(CCc2nc(-c3cccs3)cs2)n1,11.3,110.0,9.2,107.0,3.3,-4.0,-1.2,-6.1,-65.8
